Rac1 GTP hydrolysis: MgcRacGAP GTPase-activating activity inhibitors, confirmation, biochemical, ADP Hunter fluorescence | MgcRacGAP-stimulated Rac1 GTP hydrolysis, ADP Hunter fluorescence; higher % means a stronger effect; GST-tagged Rac1 F28L mutant substrate | one-dose inhibition, % at 30 µM; IC50 in µM for titrated hits | 340,000 tested, 0.6% active | AID 624330, 2012;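 active = first-screen hits whose inhibition reached a set limit at any dose in the follow-up dose series; inconclusive = inhibition above the set first-screen limit but never retested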;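 also: fluorescence reports GDP produced by GAP-driven GTP hydrolysis; strong numbers were not always called active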
GPR55 activation: GPR55 agonists via beta-arrestin recruitment, primary screen, imaging, U2OS cells, beta-arrestin-GFP redistribution (AID 1961); U2OS GPR55 beta-arrestin-GFP redistribution imaging; higher % means a stronger effect; activation, % at 10 µM, or EC50 in µM where a hit was titrated; 290,000 tested, 0.048% active;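 active = activation above 40% with more than 50 cells counted in the well; inconclusive = wells holding fewer than 50 cells, flagged as toxic or sparse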;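 also: U2OS osteosarcoma cells stably expressing GPR55 and beta-arrestin-GFP; plate controls were DMSO negative control for no effect and LPI positive control for full effect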
GPR55 antagonists: GPR55 antagonists blocking LPI-driven arrestin recruitment, primary screen, imaging, U2OS, beta-arrestin-GFP, LPI agonist (AID 2013) | G-protein coupled receptor 55 (Homo sapiens) | U2OS GPR55 beta-arrestin-GFP translocation imaging, LPI antagonism; higher % means a stronger effect | inhibition, % at 10 µM, or IC50 in µM where a hit was titrated | 290,000 tested, 0.13% active;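 active = spots per cell inhibited over 60%, with over 100 cells counted and total cytoplasm intensity under 500,000; inconclusive = wells with under 100 cells, flagged as likely toxic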;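 also: U2OS cells stably carrying GPR55 and arrestin-GFP stimulated by 5 µM LPI near EC80; imaged beta-arrestin-GFP aggregate spots per cell after agonist stimulation; plate controls were LPI-stimulated DMSO wells for no effect and DMSO wells without LPI for full effect; some results filed as inactive read as strong as hits; confirmed hits need IC50 under 10 µM and bright autofluorescent wells are also inconclusive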
HIV fusion peptide: inhibitors of HIV fusion peptide binding, primary screen, biochemical, uHTS, fluorescence dequenching (AID 1986) | cell-free peptide binding, fluorescence dequenching, 30 min; higher % means a stronger effect | inhibition, % at 20 µM; hits with a dose series show IC50 in µM | 290,000 tested, 0.3% active; in the data active = inhibition mostly above about 52%, no sharp cut-off; inactive = mostly below about 76%; also: some results filed as inactive read as strong as hits
SV40 large T antigen: SV40 large T antigen inhibitors, biochemical (AID 1903) | one-dose inhibition, % at 20 µM; IC50 in µM for titrated hits | SV40 large T antigen ATPase/helicase inhibition assay; higher % means a stronger effect | 310,000 tested, 0.39% active; in the data active = a potency from the dose series; inconclusive = inhibition mostly from about 32% at the one dose, without a potency; inactive = the rest, 99 in 100 with inhibition below about 32%; also: strong numbers were not always called active
KOR beta-arrestin-1: KOR agonists, beta-arrestin recruitment, primary screen, cell-based, luminescence, uHTS (AID 1777); 280,000 tested, 0.02% active; activation, % at 10 µM; hits with a dose series show EC50 in µM; KOR beta-arrestin recruitment, luminescence; higher % means a stronger effect; in the data active = activation above about 50%, passing the limit was not always enough; also: a part of the inactive calls stands beside numbers as strong as those of hits
NOD1 NF-kB reporter: NOD1 signaling inhibitors, primary screen, cell-based, luminescence, uHTS (AID 1578) | NOD1-driven NF-kB luciferase reporter cells, luminescence; higher % means a stronger effect | inhibition, % at 4 µM; hits with a dose series show EC50 in µM | 290,000 tested, 1% active; in the data active = inhibition mostly above about 36%, no sharp cut-off; inactive = mostly below about 34%;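 also: HEK-293T reporter cells stimulated with the NOD1 agonist gamma-tri-DAP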
NOD2 inhibition: NOD2 signaling inhibitors, cell-based, luminescence, uHTS, HEK293 (AID 1566). HEK293 NOD2/NF-kB luciferase reporter, luminescence; higher % means a stronger effect. 290,000 tested, 0.63% active. one-dose inhibition, % at 4 µM; EC50 in µM for titrated hits; also: many of its hits are not listed in these tables
KOR beta-arrestin-2: KOR antagonists, beta-arrestin recruitment, cell-based, luminescence, uHTS (AID 1778) | Kappa-type opioid receptor (Homo sapiens) | KOR beta-arrestin recruitment, luminescence, antagonist mode; higher % means a stronger effect | inhibition, % at 10 µM; hits with a dose series show IC50 in µM | 290,000 tested, 0.091% active; also: strong numbers were not always called active
* hit, by the source's call; ? = inconclusive; . = no result given; [ ] = remark or other dose. Rule as the data show it, unless noted: active = inhibition above about 50%; inactive = the rest.

The first two records, ahead of the listing:
SMILES	Rac1 GTP hydrolysis	GPR55 activation	GPR55 antagonists	HIV fusion peptide	SV40 large T antigen	KOR beta-arrestin-1	NOD1 NF-kB reporter	NOD2 inhibition	KOR beta-arrestin-2
Cc1ccc(S(=O)(=O)NC(=O)Nc2cc(C)no2)cc1	7%	-0.1%	1%	-1.0%	24%	-0.9%	-5%	2%	-6%
Clc1cccc2sc(N3CCN(c4ccccc4)CC3)nc12	7%	-0.1%	5%	-1.2%	10%	3.2%	-21%	-12%	30%

The list itself, repeating the preview:
SMILES	Rac1 GTP hydrolysis	GPR55 activation	GPR55 antagonists	HIV fusion peptide	SV40 large T antigen	KOR beta-arrestin-1	NOD1 NF-kB reporter	NOD2 inhibition	KOR beta-arrestin-2
Cc1ccc(S(=O)(=O)NC(=O)Nc2cc(C)no2)cc1	7%	-0.1%	1%	-1.0%	24%	-0.9%	-5%	2%	-6%
Clc1cccc2sc(N3CCN(c4ccccc4)CC3)nc12	7%	-0.1%	5%	-1.2%	10%	3.2%	-21%	-12%	30%
O=C(NCc1ccco1)c1cccc2ccccc12	9%	0.2%	4%	1.6%	6%	12%	-13%	-4%	-10%
O=C(N/N=C(\Cc1ncc[nH]1)c1ccccc1)c1ccccc1	.	0.5%	0%	2.2%	20%	0.2%	7%	-3%	10%
COC(=O)c1ccc(C)c(NC(=O)CCSc2ccc(Cl)cc2)c1	2%	0.2%	-17%	-3.9%	-4%	2.0%	.	26%	-57%
N/C(=N\OC(=O)CCC1CCCC1)c1ccc(Cl)cc1	9%	0.0%	-3%	1.3%	1%	-0.4%	-22%	3%	-8%
O=C(c1cccs1)N1CCOCC1	4%	1.1%	7%	0.3%	0%	6.1%	4%	18%	-3%
CCOc1ccc(NC(=O)CN2CCN(C(=O)C3CCCO3)CC2)cc1 (configuration not stated)	6%	-0.1%	6%	-1.5%	13%	0.7%	-6%	9%	-26%
CC(NC(=O)COC(=O)c1cc(Cl)nc(Cl)c1)c1ccccc1 (configuration not stated)	7%	-0.2%	3%	0.4%	10%	1.9%	-27%	12%	15%
COc1ccc(NCc2cc3cc(OC)ccc3[nH]c2=O)cc1	89µM*	-0.1%	1%	1.0%	13%	4.7%	-2%	1%	1%
COc1ccc(C(=O)C2CCCN(Cc3cc(Cl)ccc3O)C2)c(OC)c1 (configuration not stated)	1%	-0.1%	7%	-0.7%	4%	3.6%	-3%	-2%	-7%
O=C(Nc1cccc(O)c1)c1cccc(S(=O)(=O)N2CCCC2)c1	10%	-0.1%	0%	-1.0%	11%	-0.9%	-16%	8%	14%
Cc1cccc(NNC(=S)Nc2c(C)cccc2C)c1	7%	0.0%	0%	-1.9%	7%	1.3%	-10%	-12%	-42%
Cc1ccccc1OCCC(=O)Nc1ccc(F)c(Cl)c1	8%	0.2%	7%	4.2%	7%	3.7%	-25%	8%	4%
Cc1ccnc(SCc2cc(=O)c(OC(=O)c3cc([N+](=O)[O-])ccc3Cl)co2)n1	6%	0.1%	7%	4.0%	19%	9.3%	9%	18%	-3%
CC(=O)Nc1ccc(-n2c(C)ccc2-c2ccccc2)cc1	14%	-0.1%	-4%	0.3%	3%	-2.4%	-6%	4%	0%
COC(=O)c1ccc(C2SCC(=O)N2Cc2ccccc2)cc1 (configuration not stated)	7%	-0.1%	-1%	-0.7%	5%	-3.0%	1%	-5%	-28%
CC(=O)C1=C(O)C(=O)N(c2ccccn2)C1c1ccc(C)cc1 (configuration not stated)	-4%	0.3%	4%	0.3%	3%	8.5%	0%	-4%	17%
CC1=CC(C)(C)N=C(Nc2ccc(C)cc2)S1	-2%	-0.2%	19%	0.8%	2%	18%	-24%	-47%	-10%
Cn1c(CCC(=O)OCC(=O)NCc2ccccc2Cl)nc(=O)c2ccccc21	7%	0.3%	15%	-0.5%	5%	-5.0%	-15%	9%	-5%
O=C(N/N=C1\CC2CC=CC12)c1ccc(Br)cc1 (configuration not stated)	0%	0.0%	-2%	-0.1%	5%	-1.6%	-31%	-12%	-9%
Cc1ccc(-c2nc(CNC(=O)c3ccco3)cs2)cc1	3%	0.3%	-1%	3.3%	3%	2.1%	7%	26%	0%
CCOC(=O)COn1c(=O)c(=O)n(O)c2ccccc21	7%	0.5%	-9%	4.5%	8%	2.4%	-15%	-6%	-37%
CCCOP(=O)(c1ccc(N(C)C)cc1)C(Nc1ccccc1)c1ccc(C)cc1 (configuration not stated)	14%	2.1%	-4%	0.0%	2%	-2.2%	-3%	6%	4%
Cc1ccc(CNC(=O)CCc2c(C)[nH]c(=O)c(C#N)c2C)cc1	4%	0.6%	-3%	0.2%	3%	2.4%	-34%	-10%	-18%
CC(=O)c1c(C)[nH]c(C2=NNC(=NC(C)(C)C)SC2)c1C	11%	-0.2%	-13%	-1.4%	16%	-0.4%	-31%	-31%	-35%
Cc1ccc(CNC(=O)C2CC(c3cccc([N+](=O)[O-])c3)=NO2)o1 (configuration not stated)	2%	-0.1%	-17%	4.0%	17%	-1.2%	-36%	-62%	-1%
CSc1ccccc1NC(=O)c1noc(C)c1[N+](=O)[O-]	14%	-0.1%	7%	-1.5%	5%	-3.1%	-7%	-3%	2%
COc1cccc(Cn2c(-c3nonc3N)nc3ccccc32)c1	9%	0.2%	5%	-1.2%	9%	4.2%	1%	-1%	-115%
Cn1nccc1NC(=O)CC(CC(=O)O)c1ccccc1 (configuration not stated)	3%	0.4%	0%	-0.7%	2%	-2.0%	0%	-10%	-17%
Cc1cccc2cc(CNCC3CCCO3)c(Cl)nc12 (configuration not stated)	-2%	-0.2%	-2%	2.4%	-13%	.	25%	4%	-89%[20 µM]
COC(=O)C1=C(N)Oc2cc(C)n(CC3CCCO3)c(=O)c2C1c1ccccc1OC (configuration not stated)	10%	-2.3%	19%	-1.7%	22%	3.7%	9%	9%	26%
Cc1c(OCC(=O)NC2CCN(Cc3ccccc3)CC2)ccc2c3c(c(=O)oc12)CCC3	-13%	-0.1%	-6%	-1.0%	8%	-1.3%	1%	1%	7%
CC(C)Cc1ccc(CN2CCCC(NC(=O)CCN3CCCCC3=O)C2)cc1 (configuration not stated)	-3%	-0.3%	2%	-0.4%	9%	-3.4%	-20%	13%	-12%
COc1cc(OC)c(C(=O)Nc2ccc(N(C)C)cc2)cc1OC	22µM*	-0.2%	8%	1.3%	?	3.4%	-34%	-34%	8%
N#CC1=C(Nc2ccccc2)SC=C(c2ccccc2)N=C1N1CCOCC1	1%	-0.1%	12%	-2.0%	7%	3.5%	13%	2%	-28%
O=C(CN(C(=O)CCC(=O)Nc1nccs1)c1ccc(F)cc1)NCc1ccccc1	10%	-0.1%	-6%	1.8%	5%	-2.2%	-16%	-10%	25%
O=C(CSc1ccc(Cl)cc1)Nc1ccc(N2CCN(c3ccccc3)CC2)c(F)c1	7%	0.0%	4%	-2.1%	9%	-0.4%	14%	9%	1%
C=CCOC(=O)C(C#N)c1nc2ccccc2nc1N1CCN(Cc2ccc3c(c2)OCO3)CC1 (configuration not stated)	4%	-0.2%	-5%	8.6%	8%	0.0%	4%	-4%	17%
CCC(C)c1ccc(NC(=S)N2CCN(c3ccccn3)CC2)cc1 (configuration not stated)	13%	-0.1%	0%	-0.1%	12%	1.0%	0%	1%	-6%
C/C(=N/NC(=O)c1ccoc1C)c1ccc(N2CCOCC2)cc1	4%	0.9%	5%	-4.2%	16%	8.9%	22%	-3%	-8%
CCOC(=O)C(C)Sc1ncc(-c2ccccc2)cn1 (configuration not stated)	3%	0.1%	3%	-0.3%	23%	-3.8%	-32%	-18%	-9%
COc1ccc(-c2nnc(SCC(=O)c3ccco3)n2-c2ccccc2)cc1	10%	-0.2%	10%	2.1%	3%	-3.6%	2%	10%	13%
O=C(CCSc1ccccc1)NCCSCc1ccccc1	3%	-0.3%	-3%	-1.6%	0%	3.8%	-34%	-27%	10%
CC(C)Oc1ccc(OCCn2c(=S)[nH]c3c(N)ncnc32)cc1	95µM*	-0.3%	0%	2.0%	25%	-6.7%	-40%	8%	8%
Cc1ccc(/C=C2\SC(=S)N(C(Cc3ccccc3)C(=O)O)C2=O)cc1 (configuration not stated)	12%	-0.2%	14%	54%*	26%	1.1%	.	.	9%
O=S(=O)(Nc1nc2ccccc2s1)c1cnc(Cl)c(Br)c1	1%	0.2%	-15%	22%	8%	.	15%	21%	-46%
COc1ccc(N2CCN(Cc3oc(CO)cc(=O)c3O)CC2)cc1	23%	0.3%	-10%	0.3%	18%	-2.2%	-9%	10%	-13%
Cn1ncc(C#N)c1NC(=O)C1CC(c2ccccc2Cl)=NO1 (configuration not stated)	.	-0.1%	-7%	-0.7%	16%	-1.3%	8%	2%	2%
COc1ccc(N(CC(=O)NCCSCc2ccc(Cl)cc2)S(C)(=O)=O)cc1Cl	-1%	0.6%	-1%	-0.5%	26%	-4.0%	2%	11%	-6%
O=C(CCN1C(=O)COc2ccccc21)NCCN1CCN(c2cccc(Cl)c2)CC1	-1%	-0.1%	-4%	0.0%	8%	-1.9%	-15%	-7%	-3%
CCC(=O)N1CCN(c2ccccc2NC(=O)c2cccs2)CC1	6%	-0.1%	3%	1.0%	24%	14%	-9%	-2%	-24%
COc1cc(S(=O)(=O)NCCCn2ccnc2)ccc1Cl	12%	-0.2%	-13%	-0.5%	4%	-1.6%	-12%	12%	-11%
O=C(CCS(=O)(=O)Cc1ccccc1)NC1CCCCC1	6%	-0.1%	7%	1.8%	-2%	3.8%	-11%	11%	4%
CCOC(=O)Cn1nnnc1CN(Cc1ccc(OC)cc1)Cc1cc2cc(C)ccc2[nH]c1=O	8%	0.4%	6%	0.2%	9%	-3.1%	-39%	-5%	-34%
CCSc1ccc2nnc(-c3ccc(F)cc3)n2n1	7%	-0.4%	-3%	-1.1%	16%	-3.6%	-13%	9%	24%
Cc1ccc(-c2nnn(CCC(=O)N3CCCCC3C)n2)cc1 (configuration not stated)	2%	0.4%	19%	1.3%	0%	-1.1%	-32%	-18%	29%
CCOC(=O)C1=C(C)N=c2s/c(=C\c3ccc(OCC(=O)O)c(OC)c3)c(=O)n2C1c1ccc(OC)cc1 (configuration not stated)	7%	0.0%	-2%	24µM*	21%	-3.1%	-12%	2%	-20%
Cc1ccc(NC(=O)CNC(=O)OCc2ccccc2)cc1C	-1%	-0.2%	0%	0.0%	34%	-0.5%	-18%	1%	30%[20 µM]
CSc1nc2c(c(C(F)(F)F)n1)CC(C)CC2 (configuration not stated)	14%	0.0%	7%	-2.0%	7%	-1.4%	-12%	12%	13%

These rows are one share of the data; rates above refer to the full screens.
